Assay outcomes deposited in PubChem by several laboratories.
ssDAF-12 act: S. stercoralis DAF-12 activation, primary screen. HEK293 ssDAF-12/GRIP1 lit1-tk-luc reporter, luminescence; % of 3 µM dafachronic acid response. activation, % at 6.8 µM. 1% of 370,000 active. AID 652126;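 active means activation above the mean over all tested compounds plus 3 SD, cut at about 0.9% in these data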;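 further: 0% = DMSO-only wells and 100% = 3 µM delta7-dafachronic acid wells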
PG9 Ab binder: binds the HIV-1 gp120 antibody PG9; 0.43% of 360,000 active; TR-FRET gp120-PG9 antibody binding; inhibition, % at 6.7 µM; AID 624416; in the data active means inhibition above about 8.5%
DAX1 inh-1: inhibits human nuclear receptor DAX1; P51843; HEK293 Gal4-DAX1 luciferase reporter, luminescence; inhibition, % at 6.75 µM; 0.99% of 340,000 active; AID 504766;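 active means inhibition above the mean over all tested compounds plus 3 SD, cut at about 4.2% in these data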;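 further: 0% = DAX1-transfected cells with DMSO and 100% = empty-vector control cells with DMSO; inhibition shows as a rise in luminescence from relieved DAX1 repression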
Target sequence (P51843 207-470 limits assumed): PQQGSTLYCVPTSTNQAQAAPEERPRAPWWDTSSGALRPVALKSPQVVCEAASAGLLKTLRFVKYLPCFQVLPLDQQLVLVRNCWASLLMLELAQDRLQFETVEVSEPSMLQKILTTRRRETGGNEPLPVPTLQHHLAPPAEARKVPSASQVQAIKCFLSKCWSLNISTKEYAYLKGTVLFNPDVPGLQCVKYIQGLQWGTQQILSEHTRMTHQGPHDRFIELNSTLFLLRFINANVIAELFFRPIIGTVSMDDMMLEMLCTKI
hcDAF-12 act: H. contortus DAF-12 activation, primary screen; HEK293 hcDAF-12 lit1-tk-luc reporter, luminescence; 0% DMSO, 100% Δ7-dafachronic acid; activation, % at 6.8 µM; 1.4% of 370,000 active;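 active means activation above the mean of all tested compounds plus 3 SD, cut at about 5.5% in these data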;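 further: 100% = response to 3 µM Δ7-dafachronic acid high control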
FXN GAA850 act: frataxin GAA850 promoter activation; HEK293 lucGAA850 FXN promoter luciferase reporter, 24 h; percent of 10 µM SAHA response; activation, % at 6 µM; 0.56% of 360,000 active; AID 540364;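 active means activation above the average of all compounds screened plus 3 SD, cutoff fixed separately per campaign, cut at about 7.5% in these data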;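 further: 0% = DMSO wells and 100% = 10 µM SAHA wells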
sPLA2-III inh: Blocks human group III sPLA2 activity; Q9NZ20; QFRET BODIPY PC-A2 liposome hydrolysis, fluorescence; inhibition, % at 12.2 µM; 0.56% of 370,000 active; AID 743126;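 active means inhibition above mean plus 3 SD of compounds lying within the high and low control bounds, cut at about 19% in these data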;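 further: 0% = median of test compound wells and 100% = no enzyme DMSO wells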
Target sequence (Q9NZ20 whole entry, looked up): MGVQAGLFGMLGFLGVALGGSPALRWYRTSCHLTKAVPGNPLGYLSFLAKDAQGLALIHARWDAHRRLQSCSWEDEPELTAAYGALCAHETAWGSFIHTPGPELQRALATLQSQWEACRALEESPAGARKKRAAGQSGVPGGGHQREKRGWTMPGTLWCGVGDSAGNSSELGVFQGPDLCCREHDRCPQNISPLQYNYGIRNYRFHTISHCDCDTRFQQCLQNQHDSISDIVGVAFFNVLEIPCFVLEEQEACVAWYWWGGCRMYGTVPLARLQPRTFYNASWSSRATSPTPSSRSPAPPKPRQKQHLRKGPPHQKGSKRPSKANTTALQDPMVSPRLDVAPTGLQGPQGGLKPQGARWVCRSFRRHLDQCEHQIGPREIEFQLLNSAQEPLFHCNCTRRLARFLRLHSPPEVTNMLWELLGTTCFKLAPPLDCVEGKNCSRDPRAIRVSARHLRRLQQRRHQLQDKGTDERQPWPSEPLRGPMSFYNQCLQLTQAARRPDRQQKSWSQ
DAX1 inh-2: blocks DAX1 repression of SF-1 activated StAR promoter. HEK293T StAR-luciferase reporter, SF-1/DAX-1 repression relief. AID 652010. inhibition, % at 6.8 µM. 1.1% of 370,000 active;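 active means inhibition above the mean over all tested compounds plus 3 SD, cut at about 3.6% in these data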;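 further: 0% = DAX-1 cells with DMSO and 100% = cells lacking DAX-1 with DMSO; higher inhibition means more luminescence from relief of DAX-1 repression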
SMARCA2 activ: increases SMARCA2 function in MMTV reporter cells | MG213 cells, MMTV-luciferase reporter, dexamethasone, overnight | activation, % at 9.1 µM | 1% of 370,000 active; in the data active means activation above about 7.8%;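 further: 0% = vehicle wells and 100% = reference activator wells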
hgDAF-12 ag: activates the H. glycines DAF-12 receptor ligand-binding domain; activation, % at 6.8 µM; 1.8% of 370,000 active; HEK293 GAL4-hgDAF12 UAS-luciferase reporter, agonist luminescence; normalized to butyrate control; AID 687014;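 active means activation above a cutoff set at the mean of all screened compounds plus 3 SD, cut at about 10% in these data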;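 further: 0% = DMSO wells and 100% = sodium butyrate wells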
NR1D1 modulator: modulators of human Rev-erb alpha DNA binding; AID 1259318; Rev-erbα–FITC-DNA binding, fluorescence polarization, 90 min; activity, % at 10 µM; 0.79% of 370,000 active; P20393;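 active means activity above about 14%, limit read from the data; passing the limit was not always enough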;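 further: 0% = DMSO wells with 35 nM protein and 100% = DMSO wells with 750 nM protein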
PLC-beta3 inh: PLC-beta3 (human) inhibition, primary screen; Purified PLC-beta3, fluorogenic substrate, fluorescence; inhibition, % at 12.2 µM; 0.18% of 370,000 active; AID 720704; in the data active means inhibition above about 11%;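 further: 0% = median of compound wells on plate and 100% = full blocker control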
Active calls of the source: *; . = not tested or not shown.

Results follow in this order: DAX1 inh-1, hcDAF-12 act, FXN GAA850 act, ssDAF-12 act, SMARCA2 activ, PLC-beta3 inh, PG9 Ab binder, DAX1 inh-2, hgDAF-12 ag, sPLA2-III inh, NR1D1 modulator
Cc1cccc(Cn2cc3c(=O)n(Cc4cccc(F)c4)nc-3c3ccccc32)c1
  -0.3, -1.1, -0.3, -0.6, 0.0, 1.2, -0.3, 0.2, -0.9, -6.5, -4.4
O=C(Cc1ccc(Cl)cc1)N/N=C/c1ccncc1
  -0.2, -2.0, 0.7, -1.2, -1.4, 0.9, -0.9, -1.0, -0.7, -1.3, 4.4
O=C(Cc1c(F)cccc1Cl)NNC(=S)Nc1ccc(S(=O)(=O)Nc2ncccn2)cc1
  0.4, -0.6, -0.6, -0.9, 3.0, -11.8, -0.9, -0.2, -0.4, 2.7, -0.7
COc1cc(/C=N/O)cc(Br)c1OC
  -0.7, -2.1, 0.5, -1.3, 0.2, 1.8, -1.9, -0.7, 1.4, -4.0, -5.4
Cc1ccc(S(=O)(=O)N(C)/N=C/c2ccc(C(=O)O)cc2)cc1
  1.4, -2.1, 0.5, -1.5, -1.2, 2.9, -0.3, -0.7, 2.4, -5.1, -4.7
Cc1cc[n+](CC(=O)c2ccccc2)c2ccccc12
  0.2, 0.9, 1.7, -0.4, -3.4, -3.2, -1.6, -0.6, 3.7, 2.1, 0.1
Cc1cc(/C=C2\NC(=O)NC2=O)c(C)n1-c1cccnc1
  ., -1.9, 1.1, -0.5, -1.8, -14.7, -4.7, -0.5, -1.9, -5.0, 2.8
O=C(NCc1ccc(Cl)c(Cl)c1)c1cc(C2CCCCN2C(=O)c2cccs2)on1 (centres undefined)
  ., -2.3, 2.4, -0.8, -2.9, -1.3, 0.3, -1.5, -1.4, 2.5, 11.9
C=CCOc1ccccc1CNc1cccc(F)c1
  0.8, -1.1, 1.4, -1.1, -1.4, 0.2, 0.7, -0.1, 0.3, -3.3, 7.3
CCn1c(=N)n(CC(=O)c2ccc(Br)s2)c2ccccc21
  0.8, 2.1, 0.8, -0.1, 1.8, -8.7, 0.7, 1.0, 3.1, -17.6, 3.0
COc1ccc(NC(=O)CCn2c(=S)[nH]c3ccccc3c2=O)cc1
  0.5, -2.2, 0.0, -1.0, -0.6, -0.8, 22.1*, -1.3, 1.3, 9.1, 1.8
Fc1ccc(NC(=S)Nc2cccnc2)cc1Cl
  -0.4, 0.1, -0.8, -1.4, 2.0, -5.5, 0.7, -0.3, 1.9, 0.5, 5.0
CCOC(=O)N1CCC(NC(=O)Cn2nc(Cc3ccncc3)c3ccccc3c2=O)CC1
  0.4, -0.2, 1.9, -0.2, -3.3, 0.9, -0.3, -0.3, 2.2, 7.4, -3.4
CCCN(CCC)C(=O)c1cn(C)c2ccc(S(=O)(=O)N3CCCC3)cc2c1=O
  0.8, -0.3, -0.5, -1.1, -2.4, -4.5, 0.2, -0.3, 0.5, 6.3, 11.0
O=C(CC1C(=O)NCCN1Cc1cccc(F)c1F)NCCCC1CCCC1 (centres undefined)
  1.0, -0.3, 1.0, -1.1, 0.6, -14.9, 1.2, -0.2, 1.8, -3.6, 3.3
O=c1sc(N2CCN(c3ccccc3F)CC2)nc2ccsc12
  1.4, 0.1, 7.9*, -0.5, 1.7, 0.7, -2.3, 2.1, 8.5, -2.2, 24.0*
CCc1ccccc1NC(=O)CNC(=O)c1cc(C2CC2)nc2c1cnn2C(C)C
  -0.1, -1.2, 1.1, -1.2, -3.8, -123.3, 2.2, -1.6, -3.3, 1.2, -3.5
Cc1ccc(S(=O)(=O)N2CCOCC2)cc1C(=O)NCCCn1ccnc1
  1.0, -0.9, -0.9, -1.1, -1.1, 6.1, -0.5, 0.1, 3.0, 12.6, -0.4
COc1ccc(N(C(=O)c2ccco2)C(C(=O)NC2CCCC2)c2cccs2)c(OC)c1 (centres undefined)
  1.1, -1.7, -2.1, -1.1, 1.3, -4.8, -1.7, -0.4, -2.2, 4.4, -0.8
O=C(Nc1c(S(=O)(=O)c2ccc(Cl)cc2)csc1Br)c1ccccc1Cl
  -1.9, 0.2, -1.6, -0.1, -2.9, -4.3, -0.9, -0.5, -0.9, -3.0, 5.2

One compound at a time, from the list above.
Shown for COc1cc(/C=N/O)cc(Br)c1OC → DAX1 inh-1: -0.7; hcDAF-12 act: -2.1; FXN GAA850 act: 0.5; ssDAF-12 act: -1.3; SMARCA2 activ: 0.2; PLC-beta3 inh: 1.8; PG9 Ab binder: -1.9; DAX1 inh-2: -0.7; hgDAF-12 ag: 1.4; sPLA2-III inh: -4.0; NR1D1 modulator: -5.4
Shown for Cc1cc(/C=C2\NC(=O)NC2=O)c(C)n1-c1cccnc1 → DAX1 inh-1: .; hcDAF-12 act: -1.9; FXN GAA850 act: 1.1; ssDAF-12 act: -0.5; SMARCA2 activ: -1.8; PLC-beta3 inh: -14.7; PG9 Ab binder: -4.7; DAX1 inh-2: -0.5; hgDAF-12 ag: -1.9; sPLA2-III inh: -5.0; NR1D1 modulator: 2.8
Shown for COc1ccc(N(C(=O)c2ccco2)C(C(=O)NC2CCCC2)c2cccs2)c(OC)c1 (centres undefined) → DAX1 inh-1: 1.1; hcDAF-12 act: -1.7; FXN GAA850 act: -2.1; ssDAF-12 act: -1.1; SMARCA2 activ: 1.3; PLC-beta3 inh: -4.8; PG9 Ab binder: -1.7; DAX1 inh-2: -0.4; hgDAF-12 ag: -2.2; sPLA2-III inh: 4.4; NR1D1 modulator: -0.8

Only DAX1 inh-1 and DAX1 inh-2, for two of the compounds above:
| canonical_smiles | DAX1 inh-1 | DAX1 inh-2 |
| --- | --- | --- |
| Cc1ccc(S(=O)(=O)N(C)/N=C/c2ccc(C(=O)O)cc2)cc1 | 1.4 | -0.7 |
| Cc1cc[n+](CC(=O)c2ccccc2)c2ccccc12 | 0.2 | -0.6 |

The results go on:
Results follow in this order: DAX1 inh-1, hcDAF-12 act, FXN GAA850 act, ssDAF-12 act, SMARCA2 activ, PLC-beta3 inh, PG9 Ab binder, DAX1 inh-2, hgDAF-12 ag, sPLA2-III inh, NR1D1 modulator
COc1ccc(/C=C2\SC(=S)N(CCCC(=O)Nc3ccc(O)cc3)C2=O)cc1
  -1.7, -5.2, -15.4, -3.2, -9.7, -10.5, -0.3, -0.1, -8.1, -33.1, -9.3
O=C(OCc1cn([C@@H]2C[C@H](c3ccccc3)N(Cc3cccs3)C[C@H]2O)nn1)c1ccccc1
  0.4, 0.9, -0.5, -0.9, 0.4, 0.9, 0.0, 0.1, 4.1, -0.7, -12.4
CC(C)n1nnnc1C1(C)CCSCC(=O)N1Cc1cccc(C(F)(F)F)c1 (centres undefined)
  ., -1.8, ., -1.1, -2.2, -2.2, ., -0.7, 1.8, -2.8, -2.1
CSc1oc(-c2ccccc2)nc1S(=O)(=O)c1ccc(C)cc1
  -0.6, -0.3, -0.7, -1.0, -1.8, -1.3, 0.8, -0.5, -1.5, 1.9, 0.7
O=C(/C=C/c1ccc([N+](=O)[O-])cc1)NC1CC2CCC1C2 (centres undefined)
  -0.3, -1.2, 0.4, -0.8, -1.6, 9.9, -4.3, -0.1, -0.3, -0.1, 7.4
O=C(NCCc1ccccc1)NC(Cc1ccccc1)C(=O)O (centres undefined)
  -0.4, 1.1, 1.0, -0.6, -0.9, -0.2, -0.6, -0.2, 0.5, 2.3, 4.0
Cn1c(SCc2ccccc2)nnc1C1CCCNC1 (centres undefined)
  -0.4, -3.4, 1.5, -0.8, -2.6, -0.4, 0.4, 0.3, 1.1, 0.3, -1.4
COc1ccc(C2SCC(=O)N2c2nnc(C34CC5CC(CC(C5)C3)C4)s2)cc1 (centres undefined)
  -1.4, -2.9, 0.4, -0.8, -0.9, -2.2, 1.7, 0.1, 0.4, 1.9, -4.9
CC(=O)c1cccc(Nc2nc(-c3sc(N)nc3C)cs2)c1
  0.7, -0.6, 1.7, -0.9, 0.3, -20.5, 1.8, -0.2, 0.5, -3.7, -4.2
COc1ccc(C2SCCN2S(=O)(=O)c2ccc(NC(C)=O)cc2)cc1OC (centres undefined)
  -0.7, -2.6, -0.3, -1.4, 0.6, -8.0, 0.5, -0.3, -1.5, 2.4, -0.5
Cc1[nH]c2ccccc2c1/C=N\NC(=O)Cn1nnc(-c2ccccc2)n1
  -1.0, -0.9, 2.9, -0.9, -2.8, 0.3, -4.5, 0.0, -0.4, -3.0, -3.1
Cc1ccc(C(=O)NNC2=Nc3cc([N+](=O)[O-])ccc3OC2)cc1
  2.1, 2.3, 1.6, -0.8, 4.1, 0.3, -2.0, 0.8, 4.1, 4.8, -0.9
Cc1onc(-c2ccccc2Cl)c1C(=O)NC(C)c1ccccc1 (centres undefined)
  -1.7, -1.7, 1.9, -1.2, -2.3, -2.0, -1.2, -1.1, -1.6, 14.2, -9.2
CCCCn1nnc(NC(=O)COc2cc(C)ccc2C(C)C)n1
  -0.2, -0.6, -1.6, -1.4, 0.3, 0.1, 0.5, -0.4, 1.4, -8.0, -0.2
Oc1ccc(F)c2cccnc12
  -0.2, 0.6, 0.1, -0.7, -0.9, -3.0, -0.2, 0.3, 1.0, 3.9, 4.8
COc1ccc(CCN2CC(C(=O)NCCc3ccccc3C)CCC2=O)cc1 (centres undefined)
  0.0, -1.1, -2.4, -0.7, -1.5, -3.5, 0.4, -0.2, 0.4, -1.7, 3.7
Cc1ccccc1-c1nc(CS(=O)(=O)CC(=O)NC2CC2)c(C)o1
  0.1, -0.8, 2.0, -1.0, -1.2, -4.2, -3.7, -1.8, -1.4, -4.0, -3.6
C=CCCC(=O)N1C[C@H]2CON(C)[C@H]2C[C@H]1c1cccc(Oc2ccccc2)c1
  -0.8, -2.3, -0.5, -0.5, -6.7, 1.4, -2.6, -0.5, -2.4, -1.7, 0.4
COc1ccc2c(c1)CC=C1C2CCC2(C)C(=O)C(=NO)CC12 (centres undefined)
  0.5, -1.0, 4.8, -1.7, 3.0, 4.8, -2.1, 1.6, -0.8, -56.0, 2.4
COc1c2ccccc2c(OC)c2ccccc12
  -1.9, -0.4, 0.8, -1.4, 3.1, -81.4, -2.0, 0.4, 0.5, 2.2, -6.6
COc1cc(NCCCn2cnc(C(=O)Nc3ccc(C)c(C)c3)n2)cc(OC)c1OC
  0.8, -2.0, -2.3, -1.1, 3.6, 4.3, -2.5, -2.3, -2.2, 8.2, 0.2
O=S(=O)(Cc1c(F)cccc1Cl)c1ncn[nH]1
  1.4, -0.3, 1.7, 0.0, -2.0, -3.4, -0.7, -0.4, 1.1, -4.5, -2.9
CC(C)COC(=O)Nc1ccccc1C(=O)N1CCOCC1
  0.8, -0.2, 2.6, -1.3, 1.8, -0.2, 0.0, 1.2, 2.1, 3.5, 1.9
C[C@H](NC(=O)C1CCC(CNC(=O)[C@@H]2CCCN2C(=O)OC(C)(C)C)CC1)C(=O)O (some centres undefined)
  0.4, 1.6, -0.4, -1.4, -0.7, 0.6, 0.4, 0.0, -0.9, 2.1, -1.0
C/C(=C\c1cccs1)C(=O)c1c(C)cc(C)[nH]c1=O
  2.3, -0.1, 0.7, -1.2, -0.8, 1.7, -0.3, 1.6, 1.2, -2.0, -2.2
O=C(O)C(Cc1ccccc1)NC(=O)C(Cc1ccccc1)NC(=O)C12CC3CC(CC(C3)C1)C2 (centres undefined)
  ., 0.0, 1.9, -1.1, -3.2, 1.0, -0.7, 0.6, 0.3, -5.2, -1.8

Not a hit list, and some 7% of all compounds hit somewhere here.
